Mtb FBA inh: Mtb FBA enzyme inhibitors, primary screen, biochemical, fluorescence, strain H37Rv | Fructose-bisphosphate aldolase (Mycobacterium tuberculosis (strain ATCC 25618 / H37Rv)), … | purified M. tuberculosis FBA, fluorescence read-out | inhibition, % at 1 µM | 360,000 compounds, 2.3% hits | AID 588726, 2011; in the data active = inhibition above about 27%;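 note: 0% = vehicle and 100% = reference inhibitor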
Target sequence (P9WQA3 whole entry, looked up): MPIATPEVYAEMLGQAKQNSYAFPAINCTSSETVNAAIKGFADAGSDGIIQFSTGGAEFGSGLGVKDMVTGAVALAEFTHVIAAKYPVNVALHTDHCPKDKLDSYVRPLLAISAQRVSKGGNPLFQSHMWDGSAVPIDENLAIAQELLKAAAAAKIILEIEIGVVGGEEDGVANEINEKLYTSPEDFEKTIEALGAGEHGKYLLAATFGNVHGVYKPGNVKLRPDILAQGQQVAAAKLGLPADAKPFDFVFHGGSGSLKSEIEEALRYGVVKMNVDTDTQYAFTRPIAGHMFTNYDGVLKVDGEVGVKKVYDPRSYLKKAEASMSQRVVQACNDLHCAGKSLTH
FadD28 binding: inhibitors of FadD28 bisubstrate probe binding, primary screen, biochemical, fluorescence polarization, single point; Mycobacterium tuberculosis FadD28 fatty-acid-AMP ligase; inhibition, % at 12.5 µM; 360,000 compounds, 0.22% hits; AID 588549, 2011; in the data active = inhibition above about 8.5%, passing the limit was not always enough; inconclusive = no clear call, values can overlap the other calls
BoNT F protease: BoNT/F light chain protease inhibitors, primary screen, biochemical, flow cytometry, MLPCN library; Botulinum neurotoxin type F light chain protease (Clostridium botulinum); Multiplex microsphere protease cleavage assay; inhibition, % at 10 µM; 360,000 compounds, 0.22% hits; AID 588497, 2011; in the data active = inhibition above about 35%, passing the limit was not always enough; inconclusive = no clear call, values can overlap the other calls; note: plate controls were buffer without enzyme for full effect and enzyme alone for no effect
BioA inh: M. tuberculosis BioA enzyme inhibitors, primary screen, biochemical, plate reader, single point, HTS; 7,8-diaminopelargonic acid synthase BioA (Mycobacterium tuberculosis); purified M. tuberculosis BioA enzyme; inhibition, % at 9.99 µM; 360,000 compounds, 0.096% hits; AID 602481, 2012; in the data active = inhibition above about 40%; inconclusive = no clear call, values can overlap the other calls
GDH-TPI counter: GDH-TPI coupling enzyme inhibitors, primary screen, artefact control for M. tuberculosis FBA inhibitor project, biochemical, absorbance, full deck | 360,000 compounds, 1.2% hits | AID 588335, 2011 | inhibition, % at 4.8 µM | GDH-TPI coupled enzyme counterscreen, NADH absorbance;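 note: 0% = DMSO wells and 100% = wells lacking the enzyme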
Mtb UGM inh: M. tuberculosis UGM enzyme inhibitors, primary screen, biochemical, fluorescence polarization, single point. 320,000 compounds, 0.06% hits. purified UGM, fluorescence polarization probe displacement. AID 504406, 2011. UDP-galactopyranose mutase (Mycobacterium tuberculosis (strain ATCC 25618 / H37Rv)), …. inhibition, % at 10 µM; in the data active = inhibition above about 10%, passing the limit was not always enough; inconclusive = no clear call, values can overlap the other calls
Target sequence (P9WIQ1 whole entry, looked up): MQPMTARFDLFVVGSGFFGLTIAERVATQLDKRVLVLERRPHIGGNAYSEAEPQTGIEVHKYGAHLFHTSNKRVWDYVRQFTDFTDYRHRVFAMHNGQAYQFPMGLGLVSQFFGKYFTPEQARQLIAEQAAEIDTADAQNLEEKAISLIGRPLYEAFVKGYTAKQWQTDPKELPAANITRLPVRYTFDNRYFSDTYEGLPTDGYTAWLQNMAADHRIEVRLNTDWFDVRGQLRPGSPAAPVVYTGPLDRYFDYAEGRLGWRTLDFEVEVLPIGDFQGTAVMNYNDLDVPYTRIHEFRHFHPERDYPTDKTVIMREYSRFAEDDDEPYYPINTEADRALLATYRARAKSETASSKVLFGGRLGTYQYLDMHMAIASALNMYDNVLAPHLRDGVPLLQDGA
Rv3671c inh: Rv3671c serine protease inhibitors, primary screen, biochemical, fluorescence polarization, M. tuberculosis H37Rv; P9WHR9; inhibition, % at 5.96 µM; 320,000 compounds, 0.048% hits; AID 2606, 2010; in the data active = inhibition above about 38%;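 note: extracellular domain of Rv3671c used as enzyme; 0% = enzyme with DMSO and 100% = no enzyme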
CCHFV vOTU inh: CCHFV vOTU protease inhibitors, primary screen, biochemical, Pep-AMC substrate, fluorescence | Crimean-Congo hemorrhagic fever virus L polyprotein viral ovarian tumor (vOTU) protease … | inhibition, % at 11.5 µM | 370,000 compounds, 0.55% hits | AID 651958, 2012; note: 0% = vehicle wells with enzyme and 100% = no enzyme wells
DUSP3 inh: VHR1 phosphatase inhibitors, primary screen, biochemical, absorbance, uHTS. Dual specificity protein phosphatase 3 (Homo sapiens), P51452. recombinant VHR phosphatase, pNPP absorbance. inhibition, % at 13.3 µM. 290,000 compounds, 0.52% hits. AID 1654, 2009; in the data active = inhibition above about 50%; note: some compounds called inactive have numbers as strong as hits
Target sequence (P51452 whole entry, looked up): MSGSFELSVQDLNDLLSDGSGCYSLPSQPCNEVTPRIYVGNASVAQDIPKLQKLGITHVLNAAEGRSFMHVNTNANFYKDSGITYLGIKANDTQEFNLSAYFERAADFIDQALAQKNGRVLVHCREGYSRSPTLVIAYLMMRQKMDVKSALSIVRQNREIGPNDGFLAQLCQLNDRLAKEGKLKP
MazF activator: activators of E. coli MazEF toxin-antitoxin RNase, primary screen, biochemical, fluorescence, uHTS; 350,000 compounds, 0.32% hits; activation, % at 20 µM; AID 504720, 2011; FAM/BHQ RNA-DNA oligo cleavage fluorescence, 5 h; in the data active = activation above about 50%
Target sequence (P0AE70 whole entry, looked up): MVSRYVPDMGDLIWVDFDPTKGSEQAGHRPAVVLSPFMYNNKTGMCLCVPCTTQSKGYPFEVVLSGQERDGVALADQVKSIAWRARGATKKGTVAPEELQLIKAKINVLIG
The depositor's hits bear a star; ? = inconclusive; · = no result given; & = joins results of further samples. Cut-off read from the data, not from the text of the source, unless noted: active = inhibition above about 30%; inactive = the rest.

Second line of a record: Mtb FBA inh	FadD28 binding	BoNT F protease	BioA inh	GDH-TPI counter	Mtb UGM inh	Rv3671c inh	CCHFV vOTU inh	DUSP3 inh	MazF activator
1	COc1c(C)cc(C(=O)C2CCCN(Cc3cnc(C)s3)C2)cc1C (centres undefined)
  -3	-3.8	2	·	-1	-1.9	8	8	22	6
2	CN(C)/C=N/c1cc(=O)[nH]c(=O)n1Cc1ccccc1
  3	-0.6	-4	-1.3	3	1.5	-5	4	0	4
3	CC(=O)NC(=S)Nc1ccc(NC(=S)NC(=O)/C=C/c2ccco2)cc1
  -2	-1.6	?	·	28	1.4	-1	7	8	-2
4	NC(=O)C(=O)NN=C1CCC(c2ccccc2)CC1 (centres undefined)
  2	-2.1	3	-1.3	7	1.1	5	-21	-5	2
5	COc1ccc2[nH]cc(C(=O)CCl)c2c1
  7	0.4	-6	2.2	11	-4.7	-6	-4	19	-3
6	CCn1c(SCC(=O)NCC2CCCO2)nnc1-c1c[nH]c2ccccc12 (centres undefined)
  -2	-1.5	1	-1.9	-3	0.8	6	9	-8	-4
7	CC(C)N1CCC(N2CCN(Cc3cccnc3)CC2CCO)CC1 (centres undefined)
  2	-2.3	-9	-0.5	4	3.3	0	-10	22	0
8	O=C(CSc1nc(-c2ccccc2)c(-c2ccccc2)[nH]1)NCC1CCCO1 (centres undefined)
  0	-1.9	-3	·	1	0.8	1	16	31	-1
9	CCN1CCN(CCCN(Cc2ccco2)C(=S)Nc2ccccc2Cl)CC1
  6	-3.6	-3	19	-6	0.0	16	-10	-13	5
10	CC1CC2(C)Oc3ccccc3CC2C(C)C1CNCCCN(C)C (centres undefined)
  3	-6.7	-8	·	7	3.1	-9	5	15	15
11	O=C(CCCOc1ccccc1)Nc1cccc(S(=O)(=O)N2CCCCC2)c1
  -2	-3.1	1	·	-4	-1.7	-20	3	·	-4
12	O=C(CS(=O)c1ccc(F)cc1)N1CCOCC1 (centres undefined)
  -5	-2.3	-14	4.9	-1	-0.8	-3	-5	-3	19
13	Cc1nn(-c2ccccc2)c(C)c1NC(=O)COC(=O)Cc1cccc(C(F)(F)F)c1
  -3	-4.3	-28	1.4	7	0.2	1	0	·	8
14	COc1ccc(/C=N/Nc2ccc(C(=O)O)cc2)cc1OC
  -2	0.5	-8	-0.1	47*	-0.9	6	2	19	-1
15	CC(=O)NC1CC2CCCC(C1)N2S(=O)(=O)c1ccccc1 (centres undefined)
  -1	-5.3	-4	·	-6	-0.1	-4	-2	11	0
16	COc1ccc(NC(=O)N2CCC(C(=O)c3ccc4c(c3)OCCO4)CC2)cc1
  1	0.6	5	-0.8	5	3.7	4	-1	31	-1
17	O=C1C=CC2(O[C@H](c3ccccc3)[C@@H](c3ccccc3)O2)[C@H](Sc2ccccc2O)C1
  -1	-3.7	-2	·	1	·	·	13	·	-11
18	CC(C)CCOC(=O)C1[C@H]2C(=O)N(Cc3cccs3)C[C@]23C=C[C@H]1O3 (some centres undefined)
  -1	-0.1	-2	-0.4	12	0.1	-2	0	5	-10
19	COc1cc(C(=O)Nc2cccc(S(=O)(=O)N3CCCC3)c2)c([N+](=O)[O-])cc1OC
  -1	-2.5	12	0.2	5	-0.2	10	1	·	5
20	C=CCn1c(C(C)NC(=O)CCC)nc2ccccc21 (centres undefined)
  2	0.4	6	·	2	2.8	0	5	-24	0
21	COc1cccc(CN(c2ccc3c(c2)CCC3)S(=O)(=O)c2ccc(-n3cnnn3)c(OC)c2)c1
  -3	-4.5	-3	0.7	4	-2.0	-6	-3	-10	1
22	CCN(CC(=O)Nc1c(F)cccc1F)C(=O)c1ccc(C(F)(F)F)cc1
  -2	-2.3	-9	·	-8	1.5	2	1	2	8
23	O=C(CNC(=S)NC(=O)c1cccc([N+](=O)[O-])c1)c1ccccc1
  2	0.1	-3	·	5	0.5	-9	7	-6	2
24	Cc1ccc(C(=O)c2cccc(N)c2)cc1C
  0	-3.0	-5	-2.7	-3	1.3	-2	13	12	0
25	Cc1cc(NC(=O)C(C)SCC(=O)N(C)Cc2c(F)cccc2Cl)no1 (centres undefined)
  1	-2.0	5	1.2	7	-0.4	2	-2	·	-2
26	O=C(Nc1ccc(C2=NCCN2)cc1)c1ccc(C(=O)Nc2ccc(C3=NCCN3)cc2)c([N+](=O)[O-])c1
  0	-1.8	-21	·	3	-2.3	-14	11	-7	-10
27	Nc1nc(-c2ccccc2)cc(N2CCCCC2)n1
  -1	-3.2	7	-2.0	16	-0.9	3	15	1	9
28	Cc1ccc(-n2c3c(cc(C(=O)O)c2=O)C(=O)CC(C)(C)C3)cc1
  2	0.1	10	5.9	-4	-4.3	4	-3	-2	4
29	CCCn1c(SCC(=O)NC2CCCCC2)nnc1C1CC1
  1	0.6	-1	0.9	-6	2.3	5	8	6	-9
30	CCCCOC(=O)c1ccccc1C(=O)OCCCC
  -1	-1.9	-1	-0.9	-3	1.2	-1	0	·	3
31	CC(C)(C)c1ccc(C(=O)N2CCC(C(=O)NCC3CCCO3)CC2)cc1 (centres undefined)
  -1	-4.6	2	-1.7	-5	-1.0	4	0	-12	-1
32	O=C(COC(=O)c1cc([N+](=O)[O-])ccc1N1CCOCC1)NC1CCS(=O)(=O)C1 (centres undefined)
  -4	-3.2	4	-1.6	-2	-0.6	7	5	·	-1
33	O=C(CSc1ccc(-c2ccncc2)nn1)N1CCCCC1
  3	-1.7	-4	·	-5	-0.3	5	-2	2	13
34	CCSc1nc(O)c(C2OC(=O)c3c2ccc(OC)c3OC)c(=O)n1-c1ccccc1 (centres undefined)
  -1	-2.1	12	-0.5	7	3.6	4	2	-14	-3
35	Cn1c(=O)c(C(=O)CCl)c(N)n(CC2CC2)c1=O
  5	-0.2	-4	-0.9	18	2.0	0	·	4	6
36	Cc1ccc(Nc2nc(NCc3cccs3)nc3ccsc23)c(C)c1
  4	-2.8	-1	-0.3	9	·	·	5	·	·
37	Cn1c(=O)c2c(nc(Oc3cccc(O)c3)n2C)n(C)c1=O
  -2	-1.1	?	1.7	11	0.5	3	-13	2	9
38	CC1=NN(C(N)=S)C(=O)C1N=Nc1cccc(C)c1 (centres undefined)
  -4	-1.3	-8	0.4	-9	-0.7	-5	0	-19	8
39	COc1cccc(NC(=O)CN(C)C(=O)/C=C/c2cn(-c3ccccc3)nc2-c2ccc(OC)c(OC)c2)c1
  1	-2.5	-10	-0.4	12	·	·	-18	·	-29
40	CCOc1ccccc1NC(=O)CSc1nc2ccccc2nc1N1CCOCC1
  -1	-4.1	2	0.8	7	-1.1	-2	3	13	-5
41	CCC(=O)Nc1ccc(NC(=O)CSc2nnc(-c3ccco3)n2C)cc1
  0	-3.2	12	-3.2	-2	3.3	-2	21	16	3
42	O=C(NCCS(=O)(=O)NCc1ccccn1)c1ccccc1
  -2	0.4	-2	-1.9	-3	0.5	4	3	·	4
43	Cc1ccccc1C(=O)NC1CC2CCCC(C1)N2Cc1ccccc1Cl (centres undefined)
  -2	-1.0	2	0.5	4	·	·	-2	·	4
44	Cn1nnnc1SCC(=O)N(C1CCCCC1)C1CCCCC1
  -1	-3.6	6	-0.5	10	0.1	9	10	22	-19
45	O=C(COC(=O)c1n[nH]c(=O)c2ccccc12)c1ccc(Cl)cc1
  3	-0.4	-14	·	9	-1.5	-12	10	21	11
46	CC(OC(=O)COc1ccc(C#N)cc1)C(=O)Nc1ccc(Cl)cn1 (centres undefined)
  1	-2.0	·	-0.2	10	1.2	1	-2	·	-2
47	O=C(COC(=O)c1cn(-c2ccccc2)nc1-c1ccccc1)c1cccc([N+](=O)[O-])c1
  -2	-3.5	-5	-0.2	11	-1.5	4	8	10	6
48	O=C(COC(=O)c1ccc2c(c1)OCO2)Nc1ccccc1
  5	1.0	-3	·	2	-0.2	3	0	22	1
49	Cc1ccc(NC(=S)N(CCCN2CCC(C)CC2)Cc2ccco2)cc1C
  3	-2.3	-2	0.7	3	0.3	0	0	26	6
50	Cc1cccc(C(=O)NC(C)C2CC3CCC2C3)c1 (centres undefined)
  2	-3.3	-7	-0.9	10	0.8	4	-14	·	3
51	Cc1ccc(CN2CC3CC(C2)c2cccc(=O)n2C3)cc1 (centres undefined)
  1	-4.3	0	0.3	10	2.1	2	-18	31	4
52	O=C1N(c2ccccc2C(F)(F)F)O[C@]1(c1ccccc1)C1CCCCC1
  1	-2.3	2	-0.3	-4	4.6	-1	7	·	2
53	CC1(C)CC(=O)C(N=Nc2ccc(S(=O)(=O)N3CCOCC3)cc2)=C(O)C1
  -4	0.0	-5	-0.2	15	4.0	2	4	16	1
54	O=C1c2ccccc2C(=O)N1Cc1nc2ccccc2o1
  1	-3.1	2	-0.4	4	-0.2	3	2	45	4
55	CC1CCN(CC(O)COc2ccc(C(=O)c3ccccc3)cc2)CC1 (centres undefined)
  2	-1.3	22	4.3	4	-0.7	-3	-1	18	11
56	NC(=O)C1CCN(c2oc(-c3cccs3)nc2S(=O)(=O)c2ccc(Cl)cc2)CC1
  -2	-3.1	-10	-1.6	12	-0.3	2	-3	·	-5
57	COc1ccccc1-c1ccc2c(c1)O[C@@H](CN(C)C(=O)Nc1cccc(F)c1)[C@H](C)CN([C@H](C)CO)S2(=O)=O
  4	-2.2	0	1.5&2.2&8.5	-4	·	·	2	·	8
58	Cc1ccc(S(=O)(=O)NCC(=O)OCC(=O)N2CC(C)OC(C)C2)cc1 (centres undefined)
  -1	0.2	2	0.4	2	-0.3	5	-3	·	-1
59	CCn1c2ccccc2c2cc(NC(=O)c3cccc(OC)c3OC)ccc21
  2	-2.1	-16	·	14	0.4	-9	-10	22	-6
60	CCc1nc2ccc(C(=O)N(C)CC(=O)Nc3ccc(Cl)c(C(F)(F)F)c3)cc2nc1CC
  3	-0.3	1	-1.9	10	2.1	-36	-7	·	1

Overlap with the part before: 2 compounds, then new ones.
Second line of a record: Mtb FBA inh	FadD28 binding	BoNT F protease	BioA inh	GDH-TPI counter	Mtb UGM inh	Rv3671c inh	CCHFV vOTU inh	DUSP3 inh	MazF activator
59	CCn1c2ccccc2c2cc(NC(=O)c3cccc(OC)c3OC)ccc21
  2	-2.1	-16	·	14	0.4	-9	-10	22	-6
60	CCc1nc2ccc(C(=O)N(C)CC(=O)Nc3ccc(Cl)c(C(F)(F)F)c3)cc2nc1CC
  3	-0.3	1	-1.9	10	2.1	-36	-7	·	1
61	COCn1ccnc1C(O)(c1ccc(OC)cc1)c1ccc(OC)cc1
  1	-1.3	-6	-1.9	1	0.5	0	-9	-11	-3
62	CC1=C(C#N)C(/C=N/OCc2ccc(F)cc2Cl)CC(=O)N1 (centres undefined)
  2	0.1	-9	·	-1	3.3	-8	-19	17	4
63	CC1(C)Cc2nc3nc(SCC(=O)Nc4ccccc4)nc(N)c3cc2CO1
  2	-4.0	1	·	5	-0.7	0	12	15	1
64	Cc1ccc(N2CCN(S(=O)(=O)c3ccc4c(c3)NC(=O)C(C)C(=O)N4)CC2C)cc1 (centres undefined)
  -1	-2.5	1	1.5	3	0.7	7	4	-6	-8

Rows were taken by chance; about 4.9% have a hit in one of these screens.
